Shiga toxin inh – A qHTS for Small Molecule Inhibitors of Shiga Toxin; Vero cells, Shiga toxin protein synthesis inhibition reporter; inhibition, % at 38.7 µM; 9.2% of 290,000 active; AID 2315, 2010; in the data active = inhibition mostly above about 28%, no sharp cut-off; inactive = mostly below about 43%; also: 0% is about no effect
Pf growth 48h – Primary qHTS for delayed death inhibitors of the malarial parasite plastid, 48 hour incubation. 5.9% of 310,000 active. P. falciparum luciferase growth in erythrocytes, 48 h. Potency, µM (series often up to 28.7 µM), without a hit: at the highest dose activity change, negative = inhibition, most hits filed as inhibitors; also: potency is read from the fitted curve at half-maximal effect; % is scaled to controls: 0 for no effect and ±100 for the full control effect
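Firefly luciferase activity from engineered P. falciparum reports growth; inhibitors lower the luminescent signal. Cultures contained 2% hematocrit erythrocytes at 0.1% final parasitemia.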
HCV inhibitor – qHTS Assay for Inhibitors of Hepatitis C Virus (HCV) | Potency, µM (doses to about 41.8 µM), for inactives: at the highest dose activity change, negative = inhibition, most hits filed as inhibitors | 3.4% of 340,000 active | Huh7.5.1 HCVcc-Cre infection, luciferase reporter, 44 h | AID 651820, 2012; also: potency is read from the fitted curve at half-maximal effect; % is scaled to controls: 0 for no effect and ±100 for the full control effect
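Luciferase read-out (15 sec integration) after a 15 min room-temperature substrate step quantifies HCVcc-Cre infection. Cells, 1,000 per well, had compound added 4 h post-plating, then virus at ~0.5 moi, and were cultured 44 h.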
CHX counter – Cycloheximide Counterscreen for Small Molecule Inhibitors of Shiga Toxin | 12% of 300,000 active | max response, % | cell reporter, cycloheximide protein synthesis inhibition counterscreen; in the data active = max response mostly above about 13%, no sharp cut-off; inactive = mostly below about 14%; also: read at 38.3 µM for the half of the compounds with a filed dose; 0% is about no effect
Giardia FBPA inh – qHTS Assay for Inhibitors of Fructose-1,6-bisphosphate Aldolase from Giardia Lamblia. A8B2U2. purified Giardia FBPA. Potency, µM (top dose mostly 59.6 µM), for the others: at the highest dose activity, negative = inhibition, most hits filed as inhibitors. 0.71% of 290,000 active. AID 2451, 2010; also: potency is read from the fitted curve at half-maximal effect; % is scaled to controls: 0 for no effect and ±100 for the full control effect; nearly all actives have a fitted effect of over 55% in size
Target sequence (A8B2U2 whole entry, looked up): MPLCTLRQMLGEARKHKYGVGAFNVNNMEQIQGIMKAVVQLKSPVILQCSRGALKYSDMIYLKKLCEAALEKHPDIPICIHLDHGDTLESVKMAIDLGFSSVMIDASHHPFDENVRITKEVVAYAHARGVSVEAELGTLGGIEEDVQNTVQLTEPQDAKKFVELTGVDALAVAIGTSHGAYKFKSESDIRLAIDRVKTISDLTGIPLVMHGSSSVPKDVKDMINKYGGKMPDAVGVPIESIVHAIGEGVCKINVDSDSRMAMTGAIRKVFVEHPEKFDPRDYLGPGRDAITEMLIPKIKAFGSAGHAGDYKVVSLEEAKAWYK
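40 nM FBPA preincubated 10 min at RT with compound (up to 57.5 uM final), then substrate plus GAPDH/TPI/NAD/arsenate coupling and diaphorase/resazurin added. Fluorescence read after 20 min at RT, 525/598 nm.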
Pf growth 96h – Primary qHTS for delayed death inhibitors of the malarial parasite plastid, 96 hour incubation; P. falciparum luciferase reporter growth, 96 h; 6.9% of 320,000 active; AID 504834, 2011; Potency, µM (doses to about 28.7 µM), inactives show top-dose activity change, negative = inhibition, usual class: inhibitors; also: potency is read from the fitted curve at half-maximal effect; % is scaled to controls: 0 for no effect and ±100 for the full control effect
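P. falciparum expressing integrated firefly luciferase grown in erythrocytes (2% hematocrit, 0.05% parasitemia final) with compounds for 96 hours at 37 C, 5% CO2. Growth inhibition read as loss of luminescence after adding luciferase detection reagent.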
Starred values were filed as active, the others as inactive; ? = inconclusive; · = no result given; & = joins results of further samples; [ ] = another dose, or the depositor's remark. Unless noted, calls follow the shape of the dose curve; as a rule, active = well fitted curve in the direction sought with a large enough effect; inconclusive = small, poorly fitted or top-dose-only effect, or another doubt; inactive = no such curve, though single readings can be large; an effect the other way counts as inactive or inconclusive.

canonical_smiles	Shiga toxin inh	Pf growth 48h	HCV inhibitor	CHX counter	Giardia FBPA inh	Pf growth 96h
Cc1cccc(-n2cc(-c3ccc([N+](=O)[O-])cc3)[nH]c2=S)c1	105*	41%[activator]	14%	24*	12%	8%
Nc1n[nH]c(S(=O)(=O)CCCc2ccccc2)n1	-10	31%[activator]	1%	-3	-10%	34%[activator]
Cc1ccc(C)c(NC(=O)CCN2CCN(C)CC2)c1	·	13%	0%	-2	17%	?
CCC(OC(=O)c1nsc(Cl)c1Cl)C(=O)NCc1ccco1 (stereo unspecified)	30	5%	5%	-1	6%	?
O=c1nc(-c2ccccc2)cc(-c2ccccc2)[nH]1	10	?	15%	-3	0%	16%
COc1ccc(C(=O)COc2ccc(F)cc2)c(O)c1	69*	33%[activator]	5%	29*	-5%	118%[activator]
Cc1ccc(CC(=O)Nc2cccc([N+](=O)[O-])c2)cc1	32	37%[activator]	4%	-2	-4%	68%[activator]
CN(C)P1(N(C)C)=NC(C(F)(F)F)=NC(C(F)(F)F)=N1	-29	10%	2%	2	3%	?
Cc1ccc2oc(-c3cccc(NC(=O)C4CCCO4)c3)nc2c1 (stereo unspecified)	76*	225%[activator]	?	41*	6%	10µM*
O=C1NC(=Nc2ccccc2)c2ccc([N+](=O)[O-])cc21	0	20%	7%	-5	-28%	-7%
COc1ccc(/C=C(/NC(=O)c2ccccc2)C(=O)N/N=C/c2ccncc2)c(OC)c1	-6	4%	12%	-2	12%	46%[activator]
COc1cc(/C=N/N=C(/N)c2nonc2N)cc(Br)c1OCc1ccccc1C	-9	?	?	11	-1%	·
CC1CCCCN1CCCNC(=O)c1ccc(Br)cc1 (stereo unspecified)	3	14%	-2%	-7	4%	1%
Cn1nc(C(=O)N2CCN(S(=O)(=O)c3ccc(Cl)cc3)CC2)c2ccccc2c1=O	·	-29%	?	·	·	?
CCc1ccc(NC(=O)c2ccc3c(c2)C(=O)N(CCOC)C3Nc2ccc(CC)cc2)cc1 (stereo unspecified)	67*	?	-19%	23*	7%	?
O=S(=O)(Oc1ccc(C(=S)N2CCOCC2)cc1)c1ccc(Cl)cc1	10	2%	?	-1	6%	?
COc1ccc(N(CC(=O)Nc2ccc(F)cc2F)S(=O)(=O)c2c(C)nn(C)c2C)cc1	21	?	5%	-2	6%	-26%
CN(C)c1nc(-c2ccccc2)ncc1S(=O)(=O)c1ccccc1	23	5%	?	7	9%	1%
Oc1c(Br)cc(Br)cc1/C=N/Nc1ccc(Cl)nn1	20	?	8%	-2	18%	?
N/C(=N\OC(=O)Cc1ccc(-c2ccccc2)cc1)c1ccccn1	72*	108%[activator]	-24%	36*	1%	-13%
COCc1ccc(C(=O)N2CCC(CCC(=O)Nc3cccc(C)c3)CC2)s1	-17	?	-12%	-4	·	10%
N[C@H](CSSC[C@@H](N)C(=O)O)C(=O)O	-3	·	·	-3	3%	·
Cc1ccc(S(=O)(=O)N(C)C)cc1NC(=O)CSc1ccc2c(c1)OCCO2	·	?	?	·	·	9%
COc1cc(NC(=O)c2ccc(Br)o2)ccc1NC(=O)c1ccccc1Cl	12	10µM*	10µM*	9	-29%	·
CCOC(=O)c1cn(Cc2ccccc2)c2cc(C)nn2c1=O	-13	1%	6%	-3	1%	-15%
COc1ccc(-c2csc(N3C(=O)CNC3=S)n2)cc1	140*	166%[activator]	5%	93*	-9%	?
COc1ccc(NC(=O)CN(C)C(=O)CSc2ccc(Br)cc2)cc1	·	?	-14%	·	·	-29%
COc1ccc(OCC(O)CNC(=O)c2ccc(OC)cc2)cc1 (stereo unspecified)	4	-38%[5.75 µM]	?	-4	-1%	155%[activator]
CCCCN(Cc1ccccc1)S(=O)(=O)c1ccc2[nH]c(=O)oc2c1	35	0%	13%	5	27%	4%
COc1cccc(C(=O)NCc2ccc3c(c2)OCO3)c1	8	15%	-2%	5	7%	34%[activator]
COc1ccc(CNC(=O)C2CCCN(S(=O)(=O)c3cc(C)ccc3OC)C2)cc1 (stereo unspecified)	-6	-18%	?	-2	-1%	5%
COc1cccc(C(c2sc3ncnn3c2O)N2CCN(C(=O)c3ccco3)CC2)c1 (stereo unspecified)	2	?	3%	2	-13%	4%
CCCOc1ccc(NC(=O)C2OC3OC(C)(C)OC3C3OC(C)(C)OC23)cc1 (stereo unspecified)	-16	12%	6%	11	2%	10µM*
Cc1cc(SCC(=O)NC(=O)NCc2ccco2)nc2c(C)cccc12	4	-19%	-21%	-1	5%	71%[activator]
Cc1cc(NC(=O)c2cc(-c3ccc(OC(C)C)cc3)nc3ccccc23)no1	39	?	?	20*	3%	-13%
COc1cc(C(=O)NCCC(=O)NC2CCCCC2)cc(OC)c1OC	9	-1%	17%	-2	·	9.3µM*
Cc1ccc(OCC(=O)Nc2ccc3c(c2)C(=O)NC3=O)c(C)c1	-13	2%	8%	2	·	-13%
Cc1ccc(C(=O)N/C(=C\c2ccc(-c3ccccc3[N+](=O)[O-])o2)C(=O)NCCN(C)C)cc1	18	1.5µM*	-27%	13*	5µM*	?
O=C(O)CCC(=O)N(Cc1ccco1)C1CC(=O)N(c2ccccc2)C1=O (stereo unspecified)	-4	-1%	9%	1	6%	-7%
COc1ccc2[nH]c(=O)c(CNc3ccccc3)cc2c1	73*	33%[activator]	10%	43*	?	?
O=C(Nc1ccc(Cl)cc1C(=O)Nc1ccc(Br)cn1)c1ccco1	44	?	?	13	-1%	·
N#CCCN(Cc1cccnc1)S(=O)(=O)c1ccc(S(=O)(=O)NC2CCCCC2)cc1	-18	?	-7%	-1	5%	·
Cc1ccc(C(=O)NCCc2ccc(S(N)(=O)=O)cc2)o1	0	-1%	17%	-2	3%	40%[activator]
Nc1cc(C(=O)Nc2ccc(Cl)cc2)ccc1N1CC2CC(C1)c1cccc(=O)n1C2 (stereo unspecified)	17	-18%	?	4	·	?
COc1cc(OC)c(OC)cc1CNCCc1ccc(OC)c(OC)c1	-18	-14%	?	-1	-1%	27%
O=C(c1cccc(S(=O)(=O)N2CCOCC2)c1)N1CCOCC1	18	3%	-2%	-3	0%	-26%
CC1=C(C(=O)Nc2ccc(CC(=O)NCc3ccc(OC(C)C)cc3)cc2)SCCO1	82*	102%[activator]	?	42*	·	?
O=C(Nc1ccccc1N1CCN(c2ccc(F)cc2)CC1)c1ccccc1	12	?	10%	5	-18%	·
Cc1cc(C(=O)CN2CCCCC2)c(C)n1-c1ccc(F)cc1	56*	37%[activator]	-26%	37*	1%	-25%
Cc1ccc(C)n1-n1cnc2scc(-c3cccs3)c2c1=O	-3	-20%	-26%	1	1%	·
CCCn1c2ccc(F)cc2c2nnc(SCCN3CCCCC3)nc21	-7&-13	?	-19%	-1&-8	-15%	5%
NS(=O)(=O)c1ccc(NC(=O)COC(=O)CCC2CCCC2)cc1	13	-6%	-2%	7	4%	-11%
Cc1ccc(S(=O)(=O)N2CCN(C(=O)CCCOc3cccc(C)c3)CC2)cc1	·	?	-14%	·	·	41%
CC1CN(S(=O)(=O)c2cccc(C(=O)Nc3cc(Cl)ccc3N3CCOCC3)c2)CC(C)O1 (stereo unspecified)	·	9.3µM*	?	·	·	9.3µM*
Cc1cc(C)c2nc3c(c(C(=O)O)c2c1)CCC3	-7	-2%	-12%	-2	-14%	·
N#CCSc1nc2ccccc2c(=O)n1CCCC(=O)NCC1CCCO1 (stereo unspecified)	-8	6%	-2%	9	4%	318%[activator]
CCOC(=O)c1c(-c2ccc(OCC)cc2)csc1NC(=O)CCN1C(=O)c2ccccc2C1=O	-11	11%	-4%	-1	3%	?
CCC(c1nnnn1Cc1ccc(F)cc1)N1CCN(C2CCCCC2)CC1 (stereo unspecified)	-6	?	-19%	-2	3%	100%[activator]
CCOc1ccc(N2C(=O)/C(=C/c3ccc(C)o3)N(C)C2=S)cc1	-13	13%	0%	-3	-21%	?
COc1cccc(CN(Cc2ccccc2F)S(=O)(=O)c2ccc(S(=O)(=O)NCc3ccccc3)cc2)c1	-13	?	14%	-2	1%	?

Additional records:
canonical_smiles	Shiga toxin inh	Pf growth 48h	HCV inhibitor	CHX counter	Giardia FBPA inh	Pf growth 96h
COc1ccc2nc3oc(C(=O)N4CCN(c5cccc(C(F)(F)F)c5)CC4)cc3cc2c1	18	-1%	17%	11	-5%	13%
Cc1nn2c(-c3ccc(S(=O)(=O)N4CCN(C)CC4)o3)nnc2c2ccccc12	-7	?	-12%	11	11%	-28%
O=C(CCCN1C(=O)C2CCCCN2C1=O)N1CCN(c2ccc([N+](=O)[O-])cc2)CC1 (stereo unspecified)	-14	-29%	-28%	-2	2%	?
O=c1n(Cc2ccc(Cl)cc2)c2sc3c(c2c2ncnn12)CCCC3	-8	?	?	-4	4%	-14%
CCCCOc1c(Br)cc(/C=C2\N=C(C)OC2=O)cc1OCC	-7	6%	0%	5	14%	52%[activator]
Cc1ccc(-c2c(C#N)c(N)nc3c2CCCCCC3)o1	-4	23%	1%	-3	-7%	4%[5.75 µM]
CCc1ccc2c(c1)cc(CN(C(=S)Nc1ccc(Cl)cc1)C1CC1)c1nnnn12	11	2.9µM*	-16%	4	12%	?
O=C(CCSc1nc2cc(Cl)ccc2o1)N1CCOCC1	12	11%	-23%	2	-4%	0%
CCN(CC)C(=O)c1[nH]cnc1C(=O)N[C@@H](Cc1ccccc1)C(=O)OC(C)(C)C	-1	0%	0%	-2	?	?
Cc1ccc2c(c1)-c1c(ssc1=S)C(C)(C)N2C(=O)c1ccco1	-2	0.93µM*	0%	-2	2%	-6%
CCCN(CC(=O)Nc1ccccc1C)C(=O)CCCOc1ccc(Br)cc1	·	-15%	?	·	·	-25%
COc1ccc(Cn2c(O)c(C=Nc3ccc(C)cc3)c3ccccc3c2=O)cc1	-3	-4%	0%	-1	3%	-2%
CCC1CCCCN1CCCNC(=O)Cn1ncc2c([nH]c3ccc(C)cc32)c1=O (stereo unspecified)	8	4%	-18%	9	-5%	?
COCCN(Cc1ccccc1)C(=O)c1ccc2c(c1)NC(=O)CS2	·	-4%	4%	·	·	?
Nc1ccccc1C(=O)OC1CSC1	-3	8%	3%	-2	6%	18%
COc1cc(C)c(C(=O)Oc2cc(C)c(C(=O)O)c(O)c2C)c(O)c1C(=O)O	·	-3%	?	·	·	43%[activator]
COc1ccc(CCNS(=O)(=O)c2cccc([N+](=O)[O-])c2)cc1OC	28	55%[activator]	-4%	-2	4%	6%
CCCNC(=O)C12CCC(C)(c3nc4cc(C)c(C)cc4nc31)C2(C)C (stereo unspecified)	-3	-30%	12%	6	2%	2%

Of the compounds above, these have a thiophene ring, fused or not:
canonical_smiles	Shiga toxin inh	Pf growth 48h	HCV inhibitor	CHX counter	Giardia FBPA inh	Pf growth 96h
COCc1ccc(C(=O)N2CCC(CCC(=O)Nc3cccc(C)c3)CC2)s1	-17	?	-12%	-4	·	10%
Cc1ccc(C)n1-n1cnc2scc(-c3cccs3)c2c1=O	-3	-20%	-26%	1	1%	·
CCOC(=O)c1c(-c2ccc(OCC)cc2)csc1NC(=O)CCN1C(=O)c2ccccc2C1=O	-11	11%	-4%	-1	3%	?
O=c1n(Cc2ccc(Cl)cc2)c2sc3c(c2c2ncnn12)CCCC3	-8	?	?	-4	4%	-14%

Assay outcomes as filed in PubChem BioAssay.
